EPAC1 agonist – qHTS for Agonist of cAMP-regulated guanine nucleotide exchange factor 3 (EPAC1): primary screen. Rap guanine nucleotide exchange factor 3 (Homo sapiens), O95398. EPAC1 agonist qHTS, biochemical assay; response scale: 100% = response to 6.5 mM cAMP. Potency, µM (series often up to 154 µM), without a hit: top-dose activation, most hits filed as activators. 360,000 compounds, 0.073% hits; note: nearly all actives have a fitted effect of over 60% in size
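EPAC1 100 nM, Rap1B–BODIPY-GDP 250 nM, unlabeled GDP 50 uM; compound titration; 5 min RT; kinetic read ex480/em540 at 5-min intervals ×30 min; data normalized to 6.5 mM cAMP agonist control.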
PTHR1 ag – qHTS for PTHR1 Agonists: Primary Screen; Parathyroid hormone/parathyroid hormone-related peptide receptor (Homo sapiens), Q03431; HEK293 GP2 PTHR1 cells, GloSensor cAMP luminescence, 1 h; Potency, µM (doses to about 115 µM), inactives show at the top dose activation, usual class: activators; 410,000 compounds, 0.075% hits; note: nearly all actives have a fitted effect of over 55% in size; some results filed as inactive show a strong effect at the top dose; inactives centre near -15; many of its hits are not listed in these tables
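HEK-293-derived GP2 cells expressing PTHR1 and a GloSensor cAMP reporter, 3,000/well, plated overnight, given luciferin plus IBMX (each 0.5 mM as added) for 1 h at 37 °C, then compound for 1 h at 37 °C. Luminescence was read after 15 min at room temperature.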
EPAC1 antag – qHTS for Antagonist of cAMP-regulated guanine nucleotide exchange factor 3 (EPAC1): primary screen; EPAC1 GEF assay, Rap1b-BODIPY-GDP exchange fluorescence; Potency, µM (doses to about 115 µM), for the others: top-dose activity change, negative = inhibition, most hits filed as inhibitors; 360,000 compounds, 0.14% hits;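 note: plate controls were vehicle for no effect and positive control for full effect; nearly all actives have a fitted effect of over 50% in size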
EPAC2 agonist – qHTS for Agonist of cAMP-regulated guanine nucleotide exchange factor 4 (EPAC2): primary screen | EPAC2 activation, biochemical qHTS; response scale: 100% = 6.5 mM cAMP response | Potency, µM (top dose mostly 154 µM), inactives show at the highest dose activation, actives largely listed as activators | 360,000 compounds, 0.079% hits; note: nearly all actives have a fitted effect of over 50% in size
Target sequence (Q8WZA2 whole entry, looked up): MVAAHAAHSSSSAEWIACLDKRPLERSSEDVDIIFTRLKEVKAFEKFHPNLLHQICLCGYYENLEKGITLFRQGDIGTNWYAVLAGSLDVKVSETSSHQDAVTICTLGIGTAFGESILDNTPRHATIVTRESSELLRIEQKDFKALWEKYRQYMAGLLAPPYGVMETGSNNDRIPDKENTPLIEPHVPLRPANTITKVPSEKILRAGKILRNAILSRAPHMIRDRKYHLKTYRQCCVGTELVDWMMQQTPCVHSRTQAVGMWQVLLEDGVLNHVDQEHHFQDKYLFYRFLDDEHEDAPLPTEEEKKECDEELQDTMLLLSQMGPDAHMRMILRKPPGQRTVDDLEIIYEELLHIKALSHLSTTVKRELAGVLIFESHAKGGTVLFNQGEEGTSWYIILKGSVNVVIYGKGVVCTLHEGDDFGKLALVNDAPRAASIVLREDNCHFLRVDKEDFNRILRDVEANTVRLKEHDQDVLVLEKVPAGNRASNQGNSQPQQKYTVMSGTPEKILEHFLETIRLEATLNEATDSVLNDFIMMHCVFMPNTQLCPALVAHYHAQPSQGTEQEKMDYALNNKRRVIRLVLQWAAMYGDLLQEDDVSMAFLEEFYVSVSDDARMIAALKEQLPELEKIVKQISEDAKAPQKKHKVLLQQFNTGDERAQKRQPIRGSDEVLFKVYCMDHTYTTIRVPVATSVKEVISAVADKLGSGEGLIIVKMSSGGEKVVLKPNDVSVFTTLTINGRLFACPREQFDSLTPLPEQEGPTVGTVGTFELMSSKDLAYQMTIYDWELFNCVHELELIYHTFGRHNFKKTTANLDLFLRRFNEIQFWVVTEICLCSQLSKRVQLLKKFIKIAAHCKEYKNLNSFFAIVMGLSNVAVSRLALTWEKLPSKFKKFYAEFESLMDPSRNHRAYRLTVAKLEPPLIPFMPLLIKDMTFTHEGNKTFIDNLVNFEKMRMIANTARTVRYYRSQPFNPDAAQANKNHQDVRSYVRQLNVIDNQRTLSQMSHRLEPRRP
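EPAC2 (100 nM) mixed with Rap1B loaded with BODIPY-GDP (250 nM) plus 50 uM unlabeled GDP; compounds pinned in, 5 min RT, then read every 5 min for 30 min (ex 480, em 540 nm). Normalized to cAMP control.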
TDP-43 yeast inh – qHTS of TDP-43 Inhibitors. Potency, µM (top dose mostly 46.1 µM), for the others: top-dose growth rescue (activation), most hits filed as activators. 410,000 compounds, 1.8% hits. TDP-43 expressing yeast growth rescue, BacTiter-Glo, 24 h. AID 652104, 2013; note: % of control where 0% means no effect; nearly all actives have a fitted effect of over 50% in size
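In this qHTS, compounds that restore growth of yeast expressing TDP-43 appear as activators. Cells (OD600=0.02, galactose medium, raffinose-pregrown) are incubated with compound 24 hr at 30 deg C and growth is quantified by BacTiter-Glo.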
FUS yeast rescue – qHTS for Suppressors of FUS Proteinopathy: Primary screen using FUS-linked yeast assay; S. cerevisiae FUS-expressing, growth rescue, OD600, 24 h; AID 1347120, 2019; 390,000 compounds, 0.24% hits; Potency, µM (series often up to 76.6 µM), inactives show at the top dose growth rescue (activation), actives largely listed as activators;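 note: plate controls were DMSO vehicle for no effect and reference control for full effect; nearly all actives have a fitted effect of over 55% in size; some results filed as inactive show a strong effect at the top dose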
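Yeast expressing FUS under galactose induction, OD 0.005 in 2% galactose medium; compounds in a dilution series, 24 h at 30C. Growth rescue by absorbance at 600 nm; CP55940 positive control, DMSO negative.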
aSyn yeast inh – qHTS of alpha-syn Inhibitors; Yeast expressing alpha-synuclein, growth rescue, BacTiter-Glo, 24 h; 370,000 compounds, 0.14% hits; Potency, µM (doses to about 46.1 µM), without a hit: top-dose growth rescue (activation), hits mostly activators; AID 652106, 2013; note: % of control where 0% means no effect; nearly all actives have a fitted effect of over 65% in size
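Screening used galactose-induced yeast with toxic alpha-synuclein levels, exposed to compound for 24 hr at 30 deg C. Cell growth, read with BacTiter-Glo luminescence, gave the measured signal.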
EPAC2 antag – qHTS for Antagonist of cAMP-regulated guanine nucleotide exchange factor 2 (EPAC2): primary screen; Rap guanine nucleotide exchange factor 4 (Homo sapiens), Q8WZA2; EPAC2 GEF exchange of Rap1B-BODIPY-GDP, fluorescence; Potency, µM (series often up to 114 µM), for inactives: at the top dose activity, negative = inhibition, most hits filed as inhibitors; 360,000 compounds, 0.18% hits; AID 720708, 2013; note: % is set by controls: 0 for no effect and ±100 for the full control effect; nearly all actives have a fitted effect of over 45% in size; many of its hits are not listed in these tables
Active calls of the source: *; i = inactive; ? = inconclusive; . = not tested or not shown; [ ] = another dose, or the depositor's remark. Calls come from the whole dose curve; as a rule, active = well fitted curve in the direction sought with a large enough effect; inconclusive = small, poorly fitted or top-dose-only effect, or another doubt; inactive = no such curve, though single readings can be large; an effect the other way counts as inactive or inconclusive. Potency is the fitted concentration of half-maximal effect. Not all compounds are listed. The share of hits here may be higher or lower than overall.

Compound	EPAC2 antag	EPAC2 agonist	PTHR1 ag	EPAC1 agonist	FUS yeast rescue	aSyn yeast inh	TDP-43 yeast inh	EPAC1 antag
NC(=O)c1ccc(Oc2ccc(-c3nnco3)cc2)c([N+](=O)[O-])c1	-8%	20%	-15%	0%	19%	-3%	-26%	-4%
O=C1c2cccnc2C(=O)N1Cc1ccccc1	4%	3%	-24%	-5%	-14%	-1%	16%	0%
CCCCCCCC(=O)Nc1ccc(S(=O)(=O)Nc2nccs2)cc1	-3%	19%	i	1%	.	-10%	-15%	4%
CC(C)c1ccc(/C=C/C(=O)N2CCOCC2)cc1	-1%	2%	i	3%	1%	10%	?	-1%
COc1ccc(-c2nc(SC(C)C(=O)NCC3CCCO3)n[nH]2)cc1 (configuration not stated)	4%	7%	i	-36%[inhibitor]	12%	-1%	0%	2%
O=C(CC(=O)c1cccs1)c1ccncc1	4%	4%	-7%	-4%	-3%	23%	-60%[inhibitor]	-7%
CC(C)NC(=O)CC(=O)N/N=C/c1c(F)cccc1Cl	0%	7%	i	1%	6%	6%	-3%	10%
O=[N+]([O-])c1cc([N+](=O)[O-])c2cc3ccccc3nc2c1	-6%	-4%	-10%	-14%	22%	-77%[inhibitor]	-83%[inhibitor]	-28%
O=S(=O)(c1cccc2nsnc12)N1CCN(c2ccc(F)cc2)CC1	-6%	8%	-31%[inhibitor]	-8%	1%	-1%	-14%[1.82 µM]	30%
N#Cc1ccccc1-c1ccccc1C(=O)N1CCCCC1	-4%	2%	-23%	10%	20%	1%	19%	15%
CSc1cccc(NC(=O)CCCOc2ccc(Cl)cc2C)c1	-8%	0%	-1%	-3%	-14%	-5%	11%	-17%
O=C(Oc1ccc(-c2cnc3ccccc3n2)cc1)c1ccco1	14%	-8%	-12%[57.5 µM]	-8%	10%	-12%	13%	3%
CC(C)NC(=O)c1cc2c(=O)n3ccccc3nc2s1	-4%	6%	i	-2%	26%	-3%	-13%	-12%
Cc1ccc(NC(=O)c2cc(S(=O)(=O)N3CCOCC3)cs2)cc1	-4%	9%	-27%	10%	-3%	-3%	-13%	-16%
COc1ccc(C(=O)NCc2ccc3c(c2)cc(C)n3C)cc1OC	-12%	4%	-33%[inhibitor]	-9%	31%	5%	5%	-34%
Cc1ccc(SC(CC(=O)c2ccc(C(C)(C)C)cc2)C(=O)O)cc1 (configuration not stated)	-1%	-7%	-40%[inhibitor]	-11%	29%	-64%[inhibitor]	21%	11%
O=C(CNC(=O)c1ccc(N2C(=O)c3ccccc3C2=O)cc1)OCC(=O)c1cccc2ccccc12	4%	8%	-22%	0%	-2%	1%	-4%	-8%
COc1ccc2cc(C(c3nnnn3C3CCCCC3)N3CCCCCC3)c3nnnn3c2c1 (configuration not stated)	-19%	-18%	-44%[inhibitor][57.5 µM]	8%	26%	8%	1%	-7%
Cc1nc(SCC(=O)NCC2CCCO2)c2cc(-c3ccccc3)sc2n1 (configuration not stated)	-7%	7%	-31%[inhibitor]	3%	?	3%	?	-14%
O=C(COc1ncnc2ccccc12)NC1CCS(=O)(=O)C1 (configuration not stated)	-10%	0%	25%	-1%	35%	-3%	3%	0%
Cc1cc(S(=O)(=O)n2[nH]c(=O)c(CCO)c2C)c(Cl)cc1Cl	-3%	2%	-17%	9%	.	-7%	-4%	-6%
O=C(COC(=O)/C=C/c1ccccc1[N+](=O)[O-])Nc1ccc(S(=O)(=O)N2CCOCC2)cc1	8%	3%	-27%	3%	-7%	4%	23%	-3%
COCCOC(=O)C1=C(C)NC(C)=C(C(=O)OCCOC)C1/C=C/c1ccccc1OC	?	-8%	i	7%	23%	3%	-8%[1.82 µM]	-7%
COc1ccc(C(=O)Nc2cccc(NC(=O)c3ccc(OC)c(OC)c3)n2)cc1OC	5%	-1%	-32%	11%	9%	1%	15%	-20%
Cc1ccccc1-n1ncc(C(C)NC(=O)c2ccccc2)c1C (configuration not stated)	-4%[57.1 µM]	5%	-33%[inhibitor]	-1%	-17%	5%	9%	-5%
N#Cc1ccc(NC(=O)COC(=O)C2CCC2)cc1	0%	5%	i	-5%	-2%	-5%	?	8%
O=c1cc(-c2c(O)c3ccccc3n(Cc3ccccc3)c2=O)[nH][nH]1	4%	0%	-17%	-2%	?	3%	-3%	?
Cc1cccc(C)c1OCc1nc2ccccc2c(=O)n1/N=C/c1ccc(OCC(=O)O)cc1	-28%	19%	-36%[inhibitor]	-29%	14%	-4%	-4%	-7%
COc1ccc(S(=O)(=O)Nc2cccnc2)c(C)c1C	-11%	7%	i	5%	11%	2%	.	0%
O=C(COC(=O)CNC(=O)c1ccccc1)Nc1ccc(S(=O)(=O)N2CCCC2)cc1	6%	6%	-1%	10%	14%	-3%	-16%	12%
Cc1cc(C)nc(SC2CCOC2=O)n1 (configuration not stated)	-6%	5%	i	-6%	-34%	3%	2%	-11%
Cc1ccc(C)c(NC(=O)C2CCCN2C(=O)OC(C)(C)C)c1 (configuration not stated)	6%	-5%	i	-8%	-18%	-7%	9%	-18%
C[C@H](NC(=O)N1CCn2c1nc1ccccc12)C(=O)NCc1ccc(F)cc1	-4%	6%	i	-7%	3%	2%	13%	15%
COc1ccc(OC)c(-c2c(=O)n(OCc3ccccc3Br)c3ccccc3[n+]2[O-])c1	-14%	2%	-24%	11%	30%	?	21%	-22%
COc1ccccc1N1CCN(C2CCCN(Cc3cccc(O)c3)C2)CC1 (configuration not stated)	4%	10%	i	0%	-7%	1%	5%	2%
CSc1nsc(SC)c1-c1ccc(Cl)cc1	?	11%	i	6%	-1%	-7%	16%	-1%
Cc1nc2nc(COc3ccccc3)[nH]n2c(=O)c1Cc1ccccc1	13%	-4%	-3%[57.5 µM]	1%	19%	-10%	-23%	-1%
C/C(Cn1nnc2ccccc21)=N\NC(=O)c1cccc(Br)c1	1%	6%	-1%	10%	21%	-7%	-18%	-9%
C[N+]12CCCCC1[C@@H](CO)CCC2 (some centres not stated)	1%	14%	i	2%	-34%	0%	1%	14%
COc1ccc(NC(=O)CCC(=O)Nc2cc(OC)c(NC(=O)c3ccco3)cc2OC)c(OC)c1	0%	-7%	-5%	3%	-5%	5%	7%	-23%
CC(=O)Nc1ccc2c(c1)nc(CCN1CCC(C)CC1)n2C	-5%	-1%	11%[57.5 µM]	7%	19%	0%	-6%	4%
O=C(OCc1ccccc1)N1C=CC2CC1c1c(Cl)cccc12 (configuration not stated)	-13%	15%	i	-16%	-11%	-24%	9%	-29%
CCOC(=O)c1cc2sc(C)cc2n1C(C)C(=O)OCC (configuration not stated)	-8%	7%	-3%[57.5 µM]	9%	23%	-32%[inhibitor]	10%	1%
O=C(c1noc2c1CCc1ccccc1-2)N1CCOCC1	-3%	5%	-2%[57.5 µM]	8%	21%	1%	-17%	-17%
Cn1c(SCC(=O)c2ccc(F)cc2)nnc1-c1ccccc1N	-1%	0%	-25%	6%	14%	-1%	-3%	-7%
CC(C)(C)NC(=O)NCc1cccnc1	7%	6%	-41%	3%	-27%	1%	8%	7%
O=C(NCc1ccc(F)cc1)c1noc2c1CCCC2	-1%	3%	?	11%	12%	-7%	-21%	-3%
Cc1ccc(COc2coc(CO)cc2=O)cc1	2%	7%	-2%[57.5 µM]	11%	-4%	-4%	-9%	13%
Cc1ccc(NC(=S)Nc2nc(CC(=O)Nc3ccccc3)cs2)cc1	4%	3%	-10%	2%	19%	2%	-1%	-15%
COc1cc(C(=O)OCCc2cc3ccccc3c(=O)o2)cc(OC)c1OC	-10%	3%	-2%	6%	23%	17%	?	-8%

Next section; it opens with the 2 that closed the last part.
Compound	EPAC2 antag	EPAC2 agonist	PTHR1 ag	EPAC1 agonist	FUS yeast rescue	aSyn yeast inh	TDP-43 yeast inh	EPAC1 antag
Cc1ccc(NC(=S)Nc2nc(CC(=O)Nc3ccccc3)cs2)cc1	4%	3%	-10%	2%	19%	2%	-1%	-15%
COc1cc(C(=O)OCCc2cc3ccccc3c(=O)o2)cc(OC)c1OC	-10%	3%	-2%	6%	23%	17%	?	-8%
O=C(Nc1nnc(S(=O)(=O)N2CCOCC2)s1)c1ccccc1	8%	3%	-66%[inhibitor]	1%	-8%	-1%	16%	12%
COC(=O)c1ccc(CC(=O)c2c(C)cc(O)cc2O)o1	16%	13%	-22%	3%	46%	3%	-1%	-20%
CS(=O)(=O)CCC(C(=O)OCc1ccc(Cl)cc1)N1C(=O)c2ccccc2C1=O (configuration not stated)	3%	7%	-55%[inhibitor]	3%	.	7%	11%	-2%
O=C(N/N=C/c1ccccc1[N+](=O)[O-])c1cccs1	-3%	7%	-3%	3%	9%	0%	-13%[1.82 µM]	-5%
COC(=O)c1c(N)sc2c1CCN(c1ncc(C(F)(F)F)cc1Cl)C2	-8%	-16%	-12%[57.5 µM]	-6%	33%	-22%	18%	-11%
COc1cc(Br)cc(-c2nc3c(c(=O)[nH]c(=O)n3Cc3ccccc3)n2C)c1O	-1%	8%	-9%[57.5 µM]	0%	15%	1%	-3%	-19%
C=C(C)CN1CCN(c2c(CCC#N)c(C)c(C#N)c3nc4ccccc4n23)CC1	22%	-10%	-4%	0%	-2%	6%	3%	13%
CCOc1ccccc1-n1c(N)c(C(N)=O)sc1=S	-2%	9%	i	3%	21%	2%	7%	0%
Cc1ccc([N+](=O)[O-])cc1Nc1nc(N2CCCC2)nc(N2CCCC2)n1	8%	-6%	i	3%	-2%	11%	?	3%
CC1CCN(c2ccc3c(c2)S(=O)(=O)c2cccc(C(=O)O)c2C3=O)CC1	10%	6%	-22%	13%	-7%	-1%	7%	15%
CCOc1ccc(/C=N/NC(=O)C2(O)c3ccccc3-c3ccccc32)cc1	1%	4%	i	-4%	13%	?	2%	-17%

Screening results: PubChem BioAssay, National Center for Advancing Translational Sciences (NCATS)
